LEDGF integ inh: blocks HIV-1 LEDGF/p75-dependent DNA integration; 370,000 compounds, 0.64% hits; TR-FRET IN-LEDGF/p75 DNA integration, Eu/Cy5; AID 743269; inhibition, % at 3.7 µM;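 active = inhibition above the screen-wide mean plus 3 SD, cut at about 13% in these data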;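 also: signal is the Cy5 over europium emission ratio at 671 and 618 nm; 0% = plate median of compound wells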
UHRF1 binding: blocks human UHRF1 binding to methylated DNA; inhibition, % at 4.4 µM; 370,000 compounds, 0.75% hits; UHRF1 binding to methylated oligo, TR-FRET; AID 687016; Q96T88; in the data active = inhibition above about 21%;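 also: UHRF1 SRA domain binding a hemimethylated CpG hairpin DNA probe; 0% = median of test compound wells and 100% = reference inhibitor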
TCR-CD3 inh: blocks the human TCR-CD3 interaction. inhibition, % at 9.4 µM. AID 651800. 360,000 compounds, 0.37% hits. TAMRA-labeled TCR probe fluorescence, biochemical; in the data active = inhibition above about 19%;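 also: recombinant mutant TCR 2C K166C tagged with TAMRA read by polarization; 0% = receptor in buffer alone and 100% = receptor with positive control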
PG9 binder: PG9 antibody binding by small molecule; 360,000 compounds, 0.43% hits; AID 624416; inhibition, % at 6.7 µM; TR-FRET gp120-PG9 antibody binding; in the data active = inhibition above about 8.5%
Rev-erbA mod: Rev-erb alpha (human) modulation. P20393. Rev-erbα–FITC-DNA binding, fluorescence polarization, 90 min. activity, % at 10 µM. 370,000 compounds, 0.79% hits. AID 1259318;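 active = activity above about 14%, limit read from the data; passing the limit was not always enough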;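 also: 0% = DMSO wells with 35 nM protein and 100% = DMSO wells with 750 nM protein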
rCAG RNA binder: molecules binding r(CAG) RNA repeats; inhibition, % at 3 µM; 370,000 compounds, 1.3% hits; r(CAG) RNA repeat, TO-PRO-1 dye displacement fluorescence;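 active = inhibition above the plate cutoff, the mean of all test compounds on that plate plus 3 SD, cut at about 35% in these data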;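 also: 0% = DMSO alone and 100% = 100 µM mitoxantrone as full dye displacement; higher means more dye released from RNA so lower well fluorescence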
HTRA1 inhibitor: blocks human HTRA1 serine peptidase; 340,000 compounds, 0.5% hits; Q92743; AID 504803; recombinant HTRA1, FP-rhodamine activity-based probe, fluorescence polarization; inhibition, % at 5.96 µM; in the data active = inhibition above about 36%;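 also: 0% = enzyme with DMSO and 100% = wells lacking enzyme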
MBD2 inh: MBD2-methylated oligo binding inhibition. TR-FRET, MBD2 binding to methylated oligonucleotide. inhibition, % at 4.4 µM. 370,000 compounds, 0.31% hits; in the data active = inhibition above about 13%
ABHD4 inh: inhibitors of mouse ABHD4. purified mABHD4, FP-Rh probe fluorescence polarization. Q8VD66. 370,000 compounds, 0.54% hits. inhibition, % at 8.92 µM;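 active = inhibition exceeding the mean over every tested compound plus 3 SD, cut at about 30% in these data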;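 also: 0% = plate median of compound wells and 100% = S159A mutant with DMSO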
Target sequence (Q8VD66 whole entry, looked up): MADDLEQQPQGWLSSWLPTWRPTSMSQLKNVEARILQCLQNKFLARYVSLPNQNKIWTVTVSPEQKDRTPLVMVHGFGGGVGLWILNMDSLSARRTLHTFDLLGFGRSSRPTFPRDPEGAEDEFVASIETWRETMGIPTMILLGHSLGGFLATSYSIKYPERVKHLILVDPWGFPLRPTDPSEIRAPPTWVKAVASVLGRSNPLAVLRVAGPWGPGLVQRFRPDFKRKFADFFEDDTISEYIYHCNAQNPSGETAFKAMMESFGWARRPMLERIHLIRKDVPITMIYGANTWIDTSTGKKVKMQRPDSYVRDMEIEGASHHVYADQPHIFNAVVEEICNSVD
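assay system = mABHD4 protein | compound dosing = single nominal dose of 8.92 µM, 0.89% DMSO final | read-out basis = percent inhibition of probe binding, normalized to plate controls | schedule = Enzyme–compound pre-incubation 45 min, then probe 60 min, both 25 °C | detection = fluorescence polarization, excitation 525 nm, emission 598 nm, BODIPY TMR filters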
PRMT1 FP inh: PRMT1 (human) inhibition, primary screen | 370,000 compounds, 1.3% hits | Q99873 | recombinant PRMT1, activity-based probe fluorescence polarization | inhibition, % at 2.79 µM;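 active = inhibition above about 21% made by adding two undisclosed values, limit read from the data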
Target sequence (Q99873 whole entry, looked up): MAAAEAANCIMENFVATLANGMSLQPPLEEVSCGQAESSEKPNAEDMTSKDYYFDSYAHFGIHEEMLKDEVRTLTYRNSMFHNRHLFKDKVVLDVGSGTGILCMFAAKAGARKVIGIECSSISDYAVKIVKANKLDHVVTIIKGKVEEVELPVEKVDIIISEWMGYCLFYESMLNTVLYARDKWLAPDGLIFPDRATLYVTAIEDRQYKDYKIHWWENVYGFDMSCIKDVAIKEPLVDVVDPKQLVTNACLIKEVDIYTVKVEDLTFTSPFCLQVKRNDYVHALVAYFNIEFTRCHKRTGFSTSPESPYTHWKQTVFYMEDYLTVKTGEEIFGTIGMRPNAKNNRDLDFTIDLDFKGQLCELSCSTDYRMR
Numbers without * were called inactive; · = not tested or not shown; & = joins results of further samples. These rows are one share of the data. The share of hits here may be higher or lower than overall.

SMILES	LEDGF integ inh	UHRF1 binding	TCR-CD3 inh	PG9 binder	Rev-erbA mod	rCAG RNA binder	HTRA1 inhibitor	MBD2 inh	ABHD4 inh	PRMT1 FP inh
COc1ccc(C2=NN(C(=O)/C=C/c3ccccc3)C(c3ccccc3)C2)c(OC(C)=O)c1 (configuration not stated)	1	4	-1	-1.6	-3	2	5	3	-4	2
Cc1cc(S(=O)(=O)c2ccc(Cl)cc2)nc(S(=O)(=O)c2ccc(Cl)cc2)c1C#N	1	-1	-4	3.1	0	18	10	8	15	60*
CN(C1CCCCC1)C(CNS(=O)(=O)c1ccccc1)c1ccccc1 (configuration not stated)	3	0	6	-0.4	4	-5	-3	-5	0	-1
COc1ccc(-c2nnc3ccc(SCC(N)=O)nn23)cc1OC	3	2	1	0.2	-4	1	2	1	4	-1
COc1cc(C(c2sc3nc(C)nn3c2O)N2CC(C)OC(C)C2)cc(OC)c1OC (configuration not stated)	1	3	-3	-1.0	3	1	1	-2	1	-5
COc1ccc(Cl)cc1NC(=O)CSc1nc(NS(=O)(=O)c2ccccc2)cc(=O)[nH]1	2	0	2	-1.6	0	17	-21	2	-7	13
CCOC(=O)c1c(CSC(=N)N)n(-c2ccc(Br)cc2)c2cc(Br)c(OC(C)=O)cc12	-1	0	-5	-0.5	-3	14	-11	1	15	0
c1ccc(-c2nc(N3CCCCCC3)nc(-n3ccnc3)n2)cc1	2	-1	-6	1.2	3	-1	-15	-6	0	-4
O=c1nc(Oc2ccccc2)nc2ncccn12	-3	2	-2	-0.5	-5	2	-5	-1	-3	3
COc1ccc(-c2cc3ccccc3c(=O)o2)cc1	-2	-6	2	-0.7	3	2	·	3	-7	3
O=C(NNC(=O)C1COc2ccccc2O1)c1ccccc1 (configuration not stated)	-1	2	-1	-1.4	1	0	1	0	3	4
O=[N+]([O-])c1ccccc1/C=C/C=N/n1c(-c2ccccc2)n[nH]c1=S	3	1	-2	-0.3	-4	28	0	-6	12	13
Cc1cccc(NC(=O)Nc2cccc(Oc3c(F)c(F)c(F)c(F)c3F)c2)c1	4	0	-3	-3.1	2	6	-21	-7	-4	-2
Cc1ccc(CNC(=O)O[C@H]2CC[C@@]34CCCN3C(=O)CCC[C@H]4C2)o1	0	-1	·	·	5	·	·	-1	-4	-3
C=C1CCC[C@]2(C)C[C@H]3OC(=O)C(CNCC(C)C)[C@H]3CC12 (some centres not stated)	-1	0	6	2.6	-2	-5	-12	5	-3	-3
Cc1ccc(C)c(NC(=O)CSc2nnc3n2CCCCC3)c1	5	-3	3	-2.5	3	2	-4	-4	-3	-4
FC(F)(F)c1cc(Cl)c2nc(-c3ccc(Cl)cc3)c(Cc3ccccc3)n2c1	5	2	-8	-0.9	6	17	·	1	-20	-3
O=C(NCc1csc2ccc(Cl)cc12)Nc1ccccc1	6	-1	2	-0.8	8	5	-14	2	-9	-3
CCN1CCN(CC#CCOc2ccccc2OC)CC1	-3	-2	1	-1.5	-8	-2	7	1	15	-1
COc1ccc(S(=O)(=O)N2CCC(N3CCCC3)CC2)cc1	-5	-2	-2	-0.5	5	-1	5	-3	6	-3
CC(Oc1ccccc1)C(=O)N1CCN(C(=O)C(C)Oc2ccccc2)CC1 (configuration not stated)	2	-2	2	-0.2	4	-3	2	0	2	-7
N#C/C(=C\C1CC=CCC1)c1nc2ccccc2[nH]1 (configuration not stated)	-5	-5	-6	-0.8	-4	4	-5	-1	15	1
CC/C(=N\NS(=O)(=O)c1ccc(C)cc1)c1ccco1	-6	-1	-7	-2.9	6	1	-4	-1	4	3
COc1ccc(CN(C(C)=O)c2cc(C)c([N+](=O)[O-])cc2OC)cc1OC	1	0	-2	0.5	-2	0	4	-4	-4	-2

An excerpt taken from the entries so far:
SMILES	LEDGF integ inh	UHRF1 binding	TCR-CD3 inh	PG9 binder	Rev-erbA mod	rCAG RNA binder	HTRA1 inhibitor	MBD2 inh	ABHD4 inh	PRMT1 FP inh
COc1ccc(C2=NN(C(=O)/C=C/c3ccccc3)C(c3ccccc3)C2)c(OC(C)=O)c1 (configuration not stated)	1	4	-1	-1.6	-3	2	5	3	-4	2
Cc1cc(S(=O)(=O)c2ccc(Cl)cc2)nc(S(=O)(=O)c2ccc(Cl)cc2)c1C#N	1	-1	-4	3.1	0	18	10	8	15	60*
CN(C1CCCCC1)C(CNS(=O)(=O)c1ccccc1)c1ccccc1 (configuration not stated)	3	0	6	-0.4	4	-5	-3	-5	0	-1
COc1ccc(-c2nnc3ccc(SCC(N)=O)nn23)cc1OC	3	2	1	0.2	-4	1	2	1	4	-1
COc1cc(C(c2sc3nc(C)nn3c2O)N2CC(C)OC(C)C2)cc(OC)c1OC (configuration not stated)	1	3	-3	-1.0	3	1	1	-2	1	-5
COc1ccc(Cl)cc1NC(=O)CSc1nc(NS(=O)(=O)c2ccccc2)cc(=O)[nH]1	2	0	2	-1.6	0	17	-21	2	-7	13
CCOC(=O)c1c(CSC(=N)N)n(-c2ccc(Br)cc2)c2cc(Br)c(OC(C)=O)cc12	-1	0	-5	-0.5	-3	14	-11	1	15	0
c1ccc(-c2nc(N3CCCCCC3)nc(-n3ccnc3)n2)cc1	2	-1	-6	1.2	3	-1	-15	-6	0	-4
O=c1nc(Oc2ccccc2)nc2ncccn12	-3	2	-2	-0.5	-5	2	-5	-1	-3	3
COc1ccc(-c2cc3ccccc3c(=O)o2)cc1	-2	-6	2	-0.7	3	2	·	3	-7	3
O=C(NNC(=O)C1COc2ccccc2O1)c1ccccc1 (configuration not stated)	-1	2	-1	-1.4	1	0	1	0	3	4
O=[N+]([O-])c1ccccc1/C=C/C=N/n1c(-c2ccccc2)n[nH]c1=S	3	1	-2	-0.3	-4	28	0	-6	12	13

Next entries follow:
SMILES	LEDGF integ inh	UHRF1 binding	TCR-CD3 inh	PG9 binder	Rev-erbA mod	rCAG RNA binder	HTRA1 inhibitor	MBD2 inh	ABHD4 inh	PRMT1 FP inh
CN(C)S(=O)(=O)c1cccc(NC(=O)CCSc2ccc(Cl)cc2)c1	2	0	-4	1.3	4	3	-23	5	-10	6
COCCCNc1nc2c(-c3ccc(C)cc3)nnn2c2ccccc12	-3	6	-5	6.8	65*	7	-6	4	2	10
Cc1ccc(C2CC(C(F)(F)F)n3ncc(C(=O)NCc4ccco4)c3N2)cc1 (configuration not stated)	0	-1	3	-3.6	0	-8	-17	6	-11	-3
Cc1cccc(NC(=S)NC(NC(=O)c2ccco2)C(Cl)(Cl)Cl)c1 (configuration not stated)	-2	1	-2	2.3	2	3	-39	5	-6	2
COCCN(C(=O)c1ccccc1F)c1nnc(-c2ccc(OC)cc2)s1	0	1	7	-2.1	-7	-7	-8	-2	0	0
CC1(C(=O)Nc2ccc(F)c(Cl)c2)Cc2c(-c3cccc(C(F)(F)F)c3)ccnc2O1 (configuration not stated)	1	1	-1	-2.5	6	2	·	1	-4	0
CCCCn1nnnc1C(c1ccccc1)N1CCN(C(C)=O)CC1 (configuration not stated)	-3	-1	2	1.3	-4	0	·	-3	0	-2
O=C(O)CNS(=O)(=O)c1ccc(F)cc1	4	6	1	-0.6	0	-1	6	2	-4	2
Cc1nc(N2CCOCC2)c2c(C)c(C(=O)Nc3ccc(C(F)(F)F)cc3)sc2n1	-6	0	6	-3.0	2	-5	-10	5	-9	-2
O=C1CC(c2ccco2)CC2=C1C(c1ccccc1)n1nc(C(F)(F)F)nc1N2 (configuration not stated)	3	-2	-1	-0.5	-1	4	-2	-2	1	-2
Cn1c(COc2ccc3ccccc3c2)nnc1SCC(=O)O	2	0	6	-0.9	-2	3	3	2	-3	-1
C=CCc1cccc2cc(C(=O)N3CCOCC3)c(=O)oc12	4	1	2	-3.5	5	-1	-2	0	-3	-2
COCCc1ccc(OCC(O)CNC(C)C)cc1 (configuration not stated)	5&4	2&0	5&6	-1.6&-1.9	0&3&5	1&1	-2&-1&5	5&1	4&-2	-7&0
COc1ccc(CNC(=O)c2cc(C(=O)C3CC3)c[nH]2)cc1	-7	2	-4	-0.9	7	-5	0	2	-5	1
COc1ccc(CNC(=O)CS(=O)(=O)Cc2nc(-c3cccc(OC)c3)oc2C)cc1	-6	3	-7	0.9	25*	-7	-11	2	3	2
O=C(OCCN1CCOCC1)c1cccnc1	3	3	-10	1.3	2&1	-2	9&0	-10	1	1
Cn1cccc1Cc1nnc(SCC(=O)NCCc2ccccc2)n1-c1ccc(F)cc1	5	-1	-6	0.7	8	5	8	-5	5	1
Cc1ccc(NC(=O)COC(=O)COc2ccc(Cl)cc2C)c([N+](=O)[O-])c1	-5	6	-9	-2.3	-1	2	10	7	-9	6
CC(C)[C@@H](NC(=O)C1CCC(CNC(=O)[C@H](Cc2ccccc2)NC(=O)OC(C)(C)C)CC1)C(=O)O (some centres not stated)	4	1	3	-2.8	5	8	11	2	2	-1
CCOC(=O)c1ccc(N=C2NC(=O)CS2)cc1	0	-1	6	-1.2	-8	0	-3	-5	-1	5
O=C(NCCc1ccccc1)C1CCCN(c2cnccn2)C1 (configuration not stated)	-2	0	-1	1.2	-4	-2	-1	3	4	4
CCCc1nnc(NC(=O)CCC(=O)N2CCN(c3nc(C)cc(C)n3)CC2)s1	3	3	2	-1.9	4	-2	4	-1	1	-4
Cc1ccc(-n2nnnc2-c2nc3ccccc3s2)cc1	0	-1	1	3.3	6	-1	-3	-2	0	1
COc1ccc(N/N=C(C)/C(=N/O)C(=O)Nc2ccccc2)cc1	-3	-5	5	-1.4	0	4	3	0	5	3

Part of the list above, reduced to ABHD4 inh:
smiles | ABHD4 inh
CC(C)[C@@H](NC(=O)C1CCC(CNC(=O)[C@H](Cc2ccccc2)NC(=O)OC(C)(C)C)CC1)C(=O)O (some centres not stated) | 2
CCOC(=O)c1ccc(N=C2NC(=O)CS2)cc1 | -1

Later entries:
SMILES	LEDGF integ inh	UHRF1 binding	TCR-CD3 inh	PG9 binder	Rev-erbA mod	rCAG RNA binder	HTRA1 inhibitor	MBD2 inh	ABHD4 inh	PRMT1 FP inh
O=C(NC1CCN(Cc2ccccc2)C1)c1cc(S(=O)(=O)N2CCOCC2)ccc1Cl (configuration not stated)	-8	0	-2	0.1	-4	2	-2	-6	6	3
CCOC(=O)N1CCC2(CC1)CC(=O)c1cc(O)ccc1O2	-2	2	5	2.0	1	-1	5	-2	5	-2
COc1ccc([C@H]2CC(=O)C=C(c3ccc4[nH]ccc4c3)C2)cc1OC	0	-3	0	-0.9	-6	12	-29	-5	-17	0
Cn1cccc1/C=N/NC(=O)c1cccnc1	1	-4	6	0.7	-3	1	1	-2	0	3
CCCCCCC(=O)Nc1cc2c(C)cc(=O)oc2cc1C	-3	4	-6	-1.4	1	5	5	4	-9	4
CCC(Sc1nc(=O)cc(N)n1CCc1ccccc1)C(=O)Nc1cc(C)on1 (configuration not stated)	1	0	-5	0.0	2	2	-11	3	1	2
COc1cccc(NC(=O)C2(C)CCN2C(=O)CCC2CCCC2)c1 (configuration not stated)	2	7	0	-0.2	6	0	·	-1	-8	5
O=CNC1c2ccccc2CCc2ccccc21	-4	1	-4	-1.8	6	1	0	0	3	2
